Assay outcomes (PubChem BioAssay)
D1 antag – Antagonist of Human D 1 Dopamine Receptor: qHTS. HEK293 TREx D1 cells, calcium flux, dopamine EC80; hits give low values. activity change, negative = inhibition, % at 10 µM. 360,000 compounds, 3.2% hits. AID 504652, 2011; in the data active means activity change below about -30%; further: on the % scale 0 is the no-effect control and ±100 the full control effect
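Tetracycline-induced HEK293 T-REx cells with force-coupled D1 receptor were loaded with a no-wash calcium dye. Compound was added after a 10 s baseline and read kinetically for 180 s; EC80 dopamine was then added and calcium flux followed another 180 s.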
D2 ag – HTS Assay for Allosteric Agonists of the Human D2 Dopamine Receptor: Primary Screen for Agonists | 340,000 compounds, 0.53% hits | D(2) dopamine receptor (Homo sapiens), P14416 | HEK293 T-REx D2 cells, calcium flux agonist mode | activation, % at 2 µM;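 active means activation over 3 SD above normal in the single-dose calcium agonist read, cut at about 30% in these data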; further: 0% is about no effect
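Tetracycline-induced HEK293 Trex cells with D2 receptor force-coupled to calcium signaling, plated overnight at 30 C and loaded with no-wash calcium dye. Calcium flux read kinetically for 180 s after compound addition; responses flag agonists.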
RXFP1 antag – qHTS Assay for Antagonists of the Relaxin Receptor RXFP1. Relaxin receptor 1 (Homo sapiens), Q9HBX9. HEK293-RXFP1, relaxin-stimulated cAMP HTRF, 30 min; hits give low values. activity change, negative = inhibition, % at 57.5 µM. 350,000 compounds, 0.59% hits. AID 1259400, 2018;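 active means activity change of -60% or lower, but not beyond a set lower limit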; further: on the % scale 0 is the no-effect control and ±100 the full control effect
Target sequence (Q9HBX9 whole entry, looked up): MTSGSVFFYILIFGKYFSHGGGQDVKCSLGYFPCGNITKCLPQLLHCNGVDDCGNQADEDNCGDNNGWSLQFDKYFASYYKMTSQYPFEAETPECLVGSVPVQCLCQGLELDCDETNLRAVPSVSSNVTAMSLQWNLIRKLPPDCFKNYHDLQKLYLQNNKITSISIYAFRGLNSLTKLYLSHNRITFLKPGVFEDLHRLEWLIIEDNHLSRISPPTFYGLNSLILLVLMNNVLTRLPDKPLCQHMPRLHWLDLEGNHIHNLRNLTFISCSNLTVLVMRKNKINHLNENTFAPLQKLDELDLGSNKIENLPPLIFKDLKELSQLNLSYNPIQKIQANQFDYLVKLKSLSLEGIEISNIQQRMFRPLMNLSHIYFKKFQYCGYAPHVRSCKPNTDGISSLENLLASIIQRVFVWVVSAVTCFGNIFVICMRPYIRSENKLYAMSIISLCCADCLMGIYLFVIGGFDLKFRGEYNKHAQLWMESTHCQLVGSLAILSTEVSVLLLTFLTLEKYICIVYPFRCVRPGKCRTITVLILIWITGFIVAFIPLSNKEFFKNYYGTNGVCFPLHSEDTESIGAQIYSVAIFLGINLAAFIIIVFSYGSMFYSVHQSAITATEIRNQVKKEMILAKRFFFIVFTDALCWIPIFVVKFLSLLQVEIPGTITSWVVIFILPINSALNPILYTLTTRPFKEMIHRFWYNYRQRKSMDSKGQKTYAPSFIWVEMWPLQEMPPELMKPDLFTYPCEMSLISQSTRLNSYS
D2 potentiator – HTS Assay for Positive Allosteric Modulators of the Human D2 Dopamine Receptor: Primary Screen for Potentiators; potentiation, % at 10 µM; AID 485347, 2010; HEK293 T-REx D2, calcium flux, EC20 dopamine potentiation; 340,000 compounds, 0.34% hits; D(2) dopamine receptor (Homo sapiens), P14416;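 active means potentiation over 3 SD above the plate norm, cut at about 30% in these data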; further: 0% is about no effect
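Primary screen. Calcium kinetics in induced HEK293 T-REx D2 cells: compound pre-addition 180 s, EC20 dopamine, 180 s more.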
D1 agonist – Allosteric Agonists of the Human D1 Dopamine Receptor: qHTS | D(1A) dopamine receptor (Homo sapiens), P21728 | HEK293 T-REx D1 cells, calcium flux, agonist mode | activation, % at 2 µM | 360,000 compounds, 1% hits; further: 0% is about no effect
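Agonism was scored from calcium flux recorded over 180 s (1 read/s) after pintool compound addition, following a 10-cycle baseline. Cells were inducible force-coupled HEK293 TREx D1, plated overnight at 30 C and loaded with no-wash calcium dye.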
D2 antagonist – HTS Assay for Allosteric Antagonists of the Human D2 Dopamine Receptor: Primary Screen for Antagonists | 340,000 compounds, 2% hits | AID 485344, 2010 | HEK293 TREx D2 cells, calcium flux, dopamine EC80 | D(2) dopamine receptor (Homo sapiens), P14416 | inhibition, % at 10 µM; in the data active means inhibition above about 30%; further: 0% is about no effect
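Overnight-induced (tetracycline, 30 C) HEK293 T-REx cells carrying force-coupled D2 receive a no-wash calcium dye, then compound, then EC80 dopamine at 180 s; signals are read kinetically throughout.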
TRHR PAM – qHTS for Small Molecule Agonists and Allosteric Enhancers of Human TRH Receptor: Primary Screen for Enhancers. Thyrotropin-releasing hormone receptor (Homo sapiens), P34981. TRHR cells, fluo-8 calcium fluorescence, EC20 TRH enhancement. enhancement, % at 2 µM. 360,000 compounds, 0.66% hits. AID 493056, 2011; in the data active means enhancement above about 30%; further: 0% is about no effect
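Enhancer read-out: after compound pinning and an initial kinetic agonist-mode read, an EC20 of TRH (10 nM final) was injected and fluo-8 calcium signal (Ex 480/Em 530) followed at 1 s/cycle for 100 cycles in TRHR-expressing cells.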
D1 potentiator – Potentiators of Human D1 Dopamine Receptor: qHTS; D(1A) dopamine receptor (Homo sapiens), P21728; HEK293 TREx D1 cells, calcium flux, dopamine EC20 potentiation; potentiation, % at 10 µM; 360,000 compounds, 0.036% hits; AID 504651, 2011; in the data active means potentiation above about 30%; further: 0% is about no effect
TRHR agonist – qHTS for Small Molecule Agonists and Allosteric Enhancers of Human TRH Receptor: Primary Screen for Agonists | Thyrotropin-releasing hormone receptor (Homo sapiens), P34981 | TRHR cells, calcium flux fluo-8, FDSS agonist mode | activation, % at 2 µM | 360,000 compounds, 0.18% hits | AID 493084, 2011; further: 0% is about no effect
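In this calcium-flux screen, cells bearing human TRHR are dye-loaded with fluo-8, baselined for 10 cycles, then exposed to library compounds; positive kinetic calcium responses during the agonist phase mark hits, with TRH as control.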
Active calls of the source: *; . = not tested or not shown. Unless noted, no stated cut-off is given here; in the data, active means activation above about 30%; inactive means the rest.

SMILES | D1 antag | D2 ag | RXFP1 antag | D2 potentiator | D1 agonist | D2 antagonist | TRHR PAM | D1 potentiator | TRHR agonist
O=S(=O)(NCc1cccnc1)c1ccccc1 | 17 | -0.6 | 3 | 9 | 2 | -21 | 6 | -1 | 0.4
Cc1nn(Cc2ccc(C(=O)Nc3nccs3)cc2)c(C)c1Cl | -10 | -0.7 | -7 | 1 | 4 | -9 | 1 | -5 | -1.6
COc1ccc(Cl)cc1N(CC(=O)N(C)C)S(=O)(=O)c1ccc(C)c([N+](=O)[O-])c1 | 4 | -0.1 | -3 | 4 | 1 | -3 | -10 | -3 | 0.9
Cc1ccc(N2CC(c3nc4ccccc4n3CCC3CCCCC3)CC2=O)cc1 (stereo not drawn) | 7 | 2.3 | . | 5 | 1 | . | 3 | 2 | 0.8
CCC(=O)N(Cc1cc2cc(OC)ccc2[nH]c1=O)c1ccccc1C | 29 | 0.1 | -3 | 8 | 4 | -5 | 8 | -1 | -0.4
O=C(Nc1ncc(C(F)(F)F)cc1Cl)C1COc2ccccc2O1 (stereo not drawn) | 2 | -0.2 | 3 | 11 | 0 | 29 | 16 | -1 | -0.5
CSc1nsc(SC)c1C(=O)NC(=O)Nc1cccnc1 | -18 | . | 2 | . | 4 | . | 1 | -6 | -0.4
O=c1c2c([nH]c3ccccc13)CCCCCC2 | -10 | 1.1 | 10 | -8 | 4 | -3 | -6 | -8 | 0.5
O=C(c1ccc(Cl)cc1)C1CCN(C(=O)c2ccccc2)CC1 | -22 | 0.0 | -4 | 0 | 4 | -4 | -2 | -5 | -0.2
N#Cc1ccc(/C=N/NC(=S)Nc2ccc(S(=O)(=O)N3CCOCC3)cc2)cc1 | 0 | 2.0 | -22 | 11 | 1 | -5 | -2 | -3 | 0.4
CCOC(=O)C#CC(CCc1ccccc1)OS(N)(=O)=O (stereo not drawn) | -17 | . | . | -1 | 2 | . | 2 | 1 | -0.5
Cc1ccccc1CNC(=O)C(=O)NCC(c1cccs1)S(=O)(=O)c1ccc(Cl)cc1 (stereo not drawn) | . | 1.0 | . | 3 | 7 | . | -3 | 1 | 0.3
CCOC(=O)c1cc(-c2nnc(SCC(=O)Nc3ccc(F)cc3)o2)c(C)nc1C | 12 | -0.5 | -8 | -5 | 2 | -6 | -2 | -1 | -1.0
COC(=O)C1CSC(C(=O)OC)N1C(=O)Nc1ccccc1 (stereo not drawn) | -11 | 0.2 | 2 | -1 | 1 | -7 | 0 | -2 | -0.2
CN(C)C(=O)CSc1ccccc1C(=O)OCC(=O)NC1CC1 | -5 | . | -5 | . | 1 | . | 5 | 6 | 0.7

Compound profiles, as listed above. Order of values: D1 antag, D2 ag, RXFP1 antag, D2 potentiator, D1 agonist, D2 antagonist, TRHR PAM, D1 potentiator, TRHR agonist
COC(=O)C1CSC(C(=O)OC)N1C(=O)Nc1ccccc1 (stereo not drawn) in the list: -11, 0.2, 2, -1, 1, -7, 0, -2, -0.2
O=C(c1ccc(Cl)cc1)C1CCN(C(=O)c2ccccc2)CC1 in the list: -22, 0.0, -4, 0, 4, -4, -2, -5, -0.2
Cc1nn(Cc2ccc(C(=O)Nc3nccs3)cc2)c(C)c1Cl in the list: -10, -0.7, -7, 1, 4, -9, 1, -5, -1.6
Cc1ccc(N2CC(c3nc4ccccc4n3CCC3CCCCC3)CC2=O)cc1 (stereo not drawn) in the list: 7, 2.3, ., 5, 1, ., 3, 2, 0.8
CSc1nsc(SC)c1C(=O)NC(=O)Nc1cccnc1 in the list: -18, ., 2, ., 4, ., 1, -6, -0.4

Additional records follow.
SMILES | D1 antag | D2 ag | RXFP1 antag | D2 potentiator | D1 agonist | D2 antagonist | TRHR PAM | D1 potentiator | TRHR agonist
COc1ccccc1CNC(=O)c1ccc(-c2nc(CS(=O)c3ccccc3)c(C)o2)cc1 (stereo not drawn) | -7 | . | . | 5 | 0 | . | -3 | 0 | -0.4
CCN(CC)S(=O)(=O)c1ccc(C(=O)NCC(=O)N/N=C/c2ccccc2OC)cc1 | 5 | 0.6 | -3 | 12 | 7 | 1 | 4 | 4 | -0.3
NC(=O)C1CCN(C(=O)C(=O)c2cn(CC(=O)N3CCCCCC3)c3ccccc23)CC1 | 7 | 1.7 | -5 | -11 | 6 | -1 | 1 | -3 | 0.6
COc1ccccc1NS(=O)(=O)c1cccc(C(=O)NNC(=O)c2ccc(NC(C)=O)cc2)c1 | -3 | -0.3 | 4 | 7 | 1 | 10 | -3 | -2 | -2.6
CSc1nc2c(c(=O)[nH]1)C(c1ccc(Cl)cc1)CC(=O)N2 (stereo not drawn) | 9 | -0.6 | -10 | 0 | -2 | 11 | -3 | 2 | 0.4
CN(C)c1ccc(C2C3=C(CCCC3=O)OC3=C2C(=O)CCC3)cc1 | 5 | 0.5 | -1 | 9 | 0 | -6 | 0 | -3 | -0.2
Cc1cc(C)c(C(=O)Cn2nc(C)c([N+](=O)[O-])c2C)cc1C | -4 | -0.9 | -19 | 0 | 2 | 11 | -2 | -4 | -0.9
CCCc1[nH]nc2c1C(c1ccc(OCCN3CCOCC3)c(OC)c1)C(C#N)=C(N)O2 (stereo not drawn) | 2 | 0.4 | 14 | -9 | 1 | -8 | -7 | 10 | 0.4
NNC(=O)CCN(Cc1ccco1)S(=O)(=O)c1ccc(Cl)cc1 | 0 | 0.1 | 7 | 0 | 6 | 17 | -16 | 3 | -1.1
COc1cc(/C=C/C(=O)OCC(=O)NCC2CCCO2)ccc1OCC#N (stereo not drawn) | 34 | 1.0 | . | 1 | 6 | 0 | 2 | 0 | -0.1
CCNC(=O)C(C)Oc1ccc(Cl)cc1Cl (stereo not drawn) | -8 | 0.1 | 8 | 7 | 1 | 0 | 5 | 2 | -1.2
COc1ccccc1NC(=O)C(=O)NCC(c1ccco1)N1CCc2ccccc21 (stereo not drawn) | 12 | -0.5 | -23 | 5 | 0 | 6 | 33* | -1 | 0.3
Cc1ccc(OCC(=O)Nc2ccc(S(=O)(=O)Nc3ccccn3)cc2)c(C)c1 | 4 | . | -8 | . | 4 | . | 3 | -2 | -0.6
Cc1ccc2nc(NC(=O)c3ccccc3F)sc2c1 | -8 | -1.4 | -8 | -3 | 6 | 5 | 0 | 0 | 1.1
COc1ccccc1N1CCN(C(c2cccs2)C(C)NC(=O)c2cccs2)CC1 (stereo not drawn) | 5 | -0.3 | -7 | 22 | -3 | -3 | 4 | 0 | -0.5
COCCCNC(=O)c1cccc2c(=O)c(C)c(-c3ccccc3)oc12 | 2 | -0.6 | 6 | -1 | 1 | -4 | -1 | -8 | -0.6
CC(=O)c1c(C)[nH]c(C(=O)Nc2ccccc2Cl)c1C | -1 | 0.3 | -32 | -3 | 1 | -40 | 10 | -7 | -0.9
CCCC(=O)Nc1ccc(NC(=O)c2ccccc2Cl)nc1 | -10 | 1.7 | -1 | -5 | 3 | 27 | -2 | -5 | 0.4
COc1ccc(Nc2cc(C)nc3ncnn23)c(OC)c1 | -28 | -0.6 | . | 25 | 1 | -1 | 0 | . | 0.2
O=C(Cn1cc2c(n1)CCCC2)Nc1ccccc1Br | -1 | 0.4 | 0 | 10 | 1 | -7 | 1 | -2 | 0.1
CCOC(=O)Oc1ccc2c(c1)C(C)=CC(C)(C)N2C(=O)OCC | 4 | -0.4 | -4 | -1 | 4 | 13 | -4 | 2 | -0.9
COC(=O)c1cc(OC)nc2c1c(=O)n(C)c(=O)n2C | 30 | -0.3 | 2 | 14 | 1 | -13 | 6 | -3 | -0.3
CCCc1cc(=O)[nH]c(SCC(=O)N2CCCC2=O)n1 | 13 | -0.1 | 7 | -1 | 1 | -5 | 1 | -1 | 0.4
CCOc1ccc(-c2nn(-c3ccc(F)cc3)c3c2cnc2ccc(F)cc23)cc1 | 12 | -0.3 | . | 1 | 2 | . | 4 | 1 | 1.0
O=C(CC1(C(F)(F)F)OCCO1)Nc1ccc2c(c1)OCO2 | 1 | -0.1 | 0 | 5 | 0 | 0 | 23 | -4 | 0.5
COc1ccc(Nc2nc(C(=O)N3CCc4cc(OC)c(OC)cc4C3)cs2)cc1 | -12 | -2.2 | -4 | -1 | 0 | 22 | -3 | -3 | -1.4
O=C1OCCC1Sc1nc2ccccc2n1Cc1ccccc1 (stereo not drawn) | 10 | -0.7 | -6 | -1 | 0 | 4 | 7 | -4 | -0.4
O=C(CN1C(=O)NC2(CCCCCC2)C1=O)Nc1ccc(S(=O)(=O)N2CCOCC2)cc1 | -20 | -0.5 | 4 | 10 | 4 | -15 | -5 | 0 | 0.7
Cc1ccc(N=c2c([N+](=O)[O-])nn(-c3ccc4c(c3)OCCO4)n2O)c(Cl)c1 | -1 | -0.3 | . | 5 | 0 | 7 | 1 | 0 | -0.8
COCCN(C(=O)c1csnn1)C(C(=O)NC1CCCCC1)c1sccc1C (stereo not drawn) | 0 | 0.4 | 0 | 4 | 2 | -2 | 0 | -12 | -0.1
Cc1cccc(NS(=O)(=O)c2ccc(C(C)(C)C)cc2)n1 | 4 | 0.5 | 10 | -6 | 1 | 0 | -12 | -4 | 0.2
Cc1ccc(S(=O)(=O)N2CCC(=O)N(CCOCc3ccccc3C)CC2)cc1 | 0 | 0.6 | . | -2 | -2 | -5 | -2 | -1 | -0.4
Cc1cc(C)nc(SCCCNCc2ccc(Br)cc2)n1 | -28 | 0.7 | -2 | -29 | 36* | 59* | 0 | -4 | 0.7
S=C(NCc1ccc(Cl)cc1)NC1CCN(Cc2ccccc2)CC1 | . | 1.5 | -16 | -27 | 22 | 71* | -2 | -10 | 2.2
CC(=O)NC12CC3CC(C1)CC(C(=O)N(C)CC(=O)Nc1ccc(F)c(F)c1F)(C3)C2 | 3 | 0.1 | 8 | 1 | 13 | -3 | 2 | 4 | 1.1
COc1cc(NC(=S)NC(=O)c2cc(C)cc(C)c2)ccc1NC(=O)c1cccs1 | -3 | -0.5 | -5 | 13 | 3 | 11 | -8 | 0 | -1.1

In the list so far, these have bromine:
SMILES | D1 antag | D2 ag | RXFP1 antag | D2 potentiator | D1 agonist | D2 antagonist | TRHR PAM | D1 potentiator | TRHR agonist
O=C(Cn1cc2c(n1)CCCC2)Nc1ccccc1Br | -1 | 0.4 | 0 | 10 | 1 | -7 | 1 | -2 | 0.1
Cc1cc(C)nc(SCCCNCc2ccc(Br)cc2)n1 | -28 | 0.7 | -2 | -29 | 36* | 59* | 0 | -4 | 0.7
